GRK2 inh = inhibitors of human GRK2 displacing RNA aptamer | P25098 | bead flow cytometry, FAM-aptamer displacement from GRK2 | inhibition of aptamer binding, % at 10 µM | hit rate 0.59% among 330,000;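 active = inhibition of aptamer binding above 40%, roughly 3 SD of noise, on plates passing a quality check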;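 also: median bead fluorescence of bound FAM aptamer so fluorescent compounds give negative values; no value below 0 was filed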
Target sequence (P25098 whole entry, looked up): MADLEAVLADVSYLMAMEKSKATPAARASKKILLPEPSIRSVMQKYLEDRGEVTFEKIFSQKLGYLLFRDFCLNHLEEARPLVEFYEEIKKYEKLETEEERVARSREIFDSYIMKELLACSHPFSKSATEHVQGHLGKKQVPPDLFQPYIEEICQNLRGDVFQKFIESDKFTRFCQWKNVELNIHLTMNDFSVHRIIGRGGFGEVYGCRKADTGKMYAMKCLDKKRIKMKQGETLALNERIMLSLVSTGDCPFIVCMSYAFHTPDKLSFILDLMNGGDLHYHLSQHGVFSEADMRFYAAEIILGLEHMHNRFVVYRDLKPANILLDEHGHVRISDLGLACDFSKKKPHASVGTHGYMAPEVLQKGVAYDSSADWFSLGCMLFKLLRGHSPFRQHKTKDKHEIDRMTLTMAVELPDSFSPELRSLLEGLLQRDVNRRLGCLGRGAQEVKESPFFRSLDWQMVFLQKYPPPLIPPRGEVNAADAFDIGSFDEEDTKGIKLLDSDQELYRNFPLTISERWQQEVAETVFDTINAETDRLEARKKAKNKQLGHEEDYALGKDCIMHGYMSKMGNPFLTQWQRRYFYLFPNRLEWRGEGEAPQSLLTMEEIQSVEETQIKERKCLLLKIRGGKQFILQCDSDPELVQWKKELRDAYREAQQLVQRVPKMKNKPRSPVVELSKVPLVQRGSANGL
VLA-4 inh = inhibition in a human VLA-4 binding assay; AID 2557; VLA-4 expressing cells, ligand binding flow cytometry; inhibition, % (about 7 µM as worked out from the volumes in the protocol); hit rate 0.2% among 330,000; in the data active = inhibition above about 50%
CIT2-GFP yeast = yeast TOR pathway CIT2-GFP modulation; GFP response vs DMSO, % at 10 µM; hit rate 0.065% among 320,000; S. cerevisiae CIT2-GFP strain, flow cytometry, 3 h; 100 means same as DMSO wells; AID 2029;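 active = GFP response relative to DMSO above a set limit, near the screen mean plus 3 SD, cut at about 150% in these data; inconclusive = Fewer than 70 cells measured for a yeast strain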;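 also: ratio of well median GFP fluorescence to mean of DMSO wells on the plate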
MEX-5 binding = C. elegans MEX-5 TCR-2 RNA binding activity | MEX-5/FITC-TCR2 RNA binding, fluorescence polarization; active compounds read low | hit rate 0.38% among 300,000 | activity score (negative = inhibition of binding), % at 10 µM;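 active = inhibition past about -25% in most replicates, and total fluorescence under double the plate's negative control median, limit read from the data; inconclusive = replicates evenly split on the limit, or fluorescence at least double controls; inactive = too little inhibition in most replicates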;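 also: 0% = DMSO and -100% = 5 µM competing unlabeled TCR2 RNA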
AGP1 TOR yeast = alters AGP1-GFP fluorescence in TOR pathway yeast screen; S. cerevisiae AGP1-GFP multiplex flow cytometry, 3 h; GFP as percent of DMSO wells; GFP response vs DMSO, % at 10 µM; hit rate 0.02% among 320,000;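 active = GFP response relative to DMSO above a set limit, near screen average plus 3 SD, cut at about 150% in these data; inconclusive = fewer than 70 cells counted for the yeast strain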;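 also: median GFP channel fluorescence of the gated AGP1 strain per well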
GLD-1 RNA inh = GLD-1-TGE RNA interaction inhibition (C. elegans) | Q17339 | purified GLD-1 + fluorescein TGE RNA, fluorescence polarization | inhibition, % at 5.96 µM | hit rate 0.44% among 320,000;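 active = percent inhibition above a per-plate cutoff, the plate mean of test compounds plus 3 SD, cut at about 30% in these data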;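 also: 0% = DMSO wells with GLD-1 and probe and 100% = wells lacking GLD-1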
Bcl-xL primary = blocks human Bcl-xL binding to Bim BH3 peptide. Q07817. GST-Bcl-xL / FITC-Bim BH3 peptide fluorescence polarization. inhibition, % at 10.9 µM. hit rate 0.7% among 320,000;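 active = inhibition above the mean of all tested compounds plus 3 SD, cutoff set per campaign, cut at about 30% in these data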;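 also: 0% = DMSO wells and 100% = unlabeled Bim-BH3 peptide competitor; inhibitors lower millipolarization by displacing the labeled peptide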
Fam108B inh = blocks mouse Fam108B hydrolase in RBBP9 counter-screen | recombinant Fam108B, FP-Rh probe fluorescence polarization | inhibition, % at 9.51 µM | hit rate 0.33% among 300,000;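 active = inhibition above the screen mean inhibition plus 3 SD, computed separately per campaign, cut at about 18% in these data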;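 also: inhibitors lower polarization as less probe binds the enzyme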
MCL1-BIM inh = disrupts human MCL1 binding to BIM-BH3 peptide; Q07820; GST-MCL1 / FITC-Bim-BH3 fluorescence polarization; inhibition, % at 10.9 µM; hit rate 0.68% among 320,000;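 active = inhibition above the mean inhibition of all tested compounds plus 3 SD, set per campaign, cut at about 40% in these data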;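 also: 0% = DMSO wells and 100% = unlabeled Bim-BH3 peptide control; higher means more loss of mP so more displacement of Bim peptide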
Target sequence (Q07820 whole entry, looked up): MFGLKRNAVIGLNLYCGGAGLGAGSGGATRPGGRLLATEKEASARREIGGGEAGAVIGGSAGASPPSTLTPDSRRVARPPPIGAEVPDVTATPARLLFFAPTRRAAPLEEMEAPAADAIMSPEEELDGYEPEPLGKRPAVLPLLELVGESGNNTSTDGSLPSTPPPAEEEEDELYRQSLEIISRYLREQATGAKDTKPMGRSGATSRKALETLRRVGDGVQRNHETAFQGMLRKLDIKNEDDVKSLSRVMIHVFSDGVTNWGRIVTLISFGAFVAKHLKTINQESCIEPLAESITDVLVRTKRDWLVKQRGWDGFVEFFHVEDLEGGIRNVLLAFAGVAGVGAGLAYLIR
Active calls of the source: *; i = inactive; u = inconclusive; x = not tested or not shown. Rows are unselected; overall some 2.2% were active at least once.

SMILES | GRK2 inh | VLA-4 inh | CIT2-GFP yeast | MEX-5 binding | AGP1 TOR yeast | GLD-1 RNA inh | Bcl-xL primary | Fam108B inh | MCL1-BIM inh
CC(=O)c1ccc(NC(=O)c2sc3nc(N4CCOCC4)c4c(c3c2N)CCCC4)cc1 | 10 | 15 | 99 | 0.5 | 99 | 4 | 1 | 4 | 5
O=C(CSc1nnc(-c2ccco2)n1Cc1ccco1)N1CCOCC1 | 2 | -2 | 103 | 0.3 | 97 | 3 | 0 | -1 | 9
CC(C)Cc1nnc(NC(=O)CSc2nc(N)cc(=O)[nH]2)s1 | 1 | 15 | 100 | 1.1 | 112 | -1 | 9 | -2 | 5
CC1(C)Cc2nc(NCCN3CCOCC3)c(C#N)cc2CO1 | 0 | 3 | 105 | 1.7 | 101 | 3 | 7 | 2 | 10
Nc1nc(=S)[nH]c2c1C1(CCCCC1)Cc1ccccc1-2 | 0 | -115 | 106 | -1.7 | 102 | 2 | 5 | 1 | 1
O=C(COC(=O)c1ccc(S(=O)(=O)N2CCOCC2)cc1)NCc1ccccc1 | 7 | 4 | 95 | x | 103 | -4 | x | x | x
CC(C)C(=O)N1C2CCC1CC(O)(c1ccc(F)cc1)C2 (centres undefined) | 23 | -5 | 99 | -1.0 | 100 | -2 | 1 | 0 | 3
C=C(C)CNC(=S)N/N=C1\CCCCc2ccccc21 | 0 | -1 | 92 | 1.2 | 97 | 4 | 3 | -4 | 8
CCc1nnc(NC(=O)CSc2nnc(-c3ccco3)n2CC)s1 | 6 | 8 | 103 | -2.7 | 97 | -4 | 2 | 12 | 1
CCN(CC)C(=O)c1sc(NC(=O)c2c(OC)cccc2OC)c(C#N)c1C | 11 | -1 | 101 | 2.0 | 102 | -2 | 3 | -2 | 6
COC(=O)C(=C/C=C/c1cccnc1)C(=O)OC | 0 | -8 | 98 | -0.3 | 94 | 1 | 9 | 5 | 13
O=C(Cn1cc(C(F)(F)F)ccc1=O)N/N=C/c1ccc(O)cc1 | 0 | -5 | 105 | -1.1 | 101 | -2 | 0 | 3 | -1
O=C(Cc1ccccc1)Nc1ccc2c(c1)CCC2 | 0 | 5 | 94 | -0.1 | 101 | 1 | -1 | 1 | -2
CCC(C)[C@H](NC(=O)N1CC(=O)Nc2ccccc21)C(=O)N[C@@H](C(=O)O)c1ccccc1 (some centres undefined) | 0 | -1 | u | 0.3 | u | 5 | 6 | 4 | 4
O=C(Cc1nc(-c2cnccn2)no1)NNC(=O)Nc1ccccc1 | 0 | 16 | 98 | 1.5 | 99 | 9 | -5 | -3 | -5
CC1Cc2ccccc2N1C(=O)CNc1cccc(S(=O)(=O)N2CCCC2)c1 (centres undefined) | 0 | 5 | 87 | 1.2 | 97 | -7 | -5 | -3 | -9
Cc1ccc(NC(=O)Cn2nc(C)cc2C)cc1 | 5 | 9 | 103 | 2.3 | 109 | 3 | 4 | 1 | 5
CCOC(=O)C1=NNC(C(=O)c2ccc(C)cc2)C1c1ccc(C)cc1 (centres undefined) | 0 | 18 | 96 | 1.5 | 104 | 7 | 3 | 2 | -4
Cc1cccc(C)c1NC(=O)CN1C(=O)N(C)Cc2ccccc21 | 0 | 6 | 95 | -0.4 | 97 | 4 | 3 | -4 | 4
Cn1c(-c2ccco2)nc2cc3ccccc3cc21 | 11 | -1 | 90 | -0.3 | 93 | -7 | 1 | 0 | 6
COC(=O)C(CCSC)NC(=O)CNS(=O)(=O)c1ccc(F)cc1 (centres undefined) | 10 | 9 | 106 | 1.8 | 109 | -7 | 5 | 1 | 4
CC(C)(C)c1cc(C(=O)N2CCN(c3ncccn3)CC2)ccn1 | 0 | -18 | 102 | -0.2 | 103 | -7 | 6 | 12 | 4
CC(C)(C)n1nnnc1C(c1ccc(F)cc1)N1CCC(C(N)=O)CC1 (centres undefined) | 20 | 3 | 100 | -2.7 | 107 | -9 | 7 | -5 | 3
Cc1cccc(NC(=S)NC(=O)/C=C/c2ccccc2)n1 | 0 | 25 | 101 | -0.6 | 102 | -5 | 4 | 0 | 6
Cc1cc(CNC(=O)COc2ccc(F)cc2)c2ccccc2n1 | 6 | 14 | 101 | 0.0 | 100 | 0 | 2 | -1 | 4
CC1(C)CC(=O)C2=C(C1)Nc1ccccc1N1C(=O)c3ccccc3C21 (centres undefined) | 0 | 11 | 107 | 1.0 | 118 | 4 | -1 | 5 | -7
COCCn1c(SC(C)C(=O)NCC2CCCO2)nc2sc3c(c2c1=O)CCC3 (centres undefined) | 0 | -13 | 100 | 4.5 | 99 | 5 | -3 | 0 | -7
COc1ccc(CN2CCN(CCc3ccccc3)C(CCO)C2)c(Cl)c1OC (centres undefined) | 2 | 4 | 101 | -0.8 | 99 | 6 | 7 | -1 | -3
CCCOc1ccc(N2C(=O)C3C4C=CC(CC4)C3C2=O)cc1 (centres undefined) | 0 | 0 | 92 | -0.8 | 88 | 0 | -1 | 0 | -5
O=C(c1ccc(CS(=O)(=O)c2ccc(Br)cc2)o1)N1CCCC1 | 2 | -12 | 95 | -2.4 | 93 | 0 | 2 | -2 | 3
CC(=O)NS(=O)(=O)c1ccc(NC(=S)NC(=O)Cc2ccccc2)cc1 | 2 | 5 | 97 | 1.1 | 95 | 2 | 14 | -4 | 9
COc1ccccc1C(=O)N1CC(=O)Nc2ccc(F)cc2C1c1ccccc1 (centres undefined) | 0 | -3 | 106 | 0.8 | 105 | 1 | 6 | -5 | -1
CCCNC(=O)CN(c1cccc(F)c1)S(C)(=O)=O | 0 | 3 | 106 | 1.2 | 103 | 0 | 3 | 0 | 0
O=C(O)c1cccc(NC(=S)NCc2ccccc2)c1 | 0 | -1 | 98 | -0.2 | 100 | 4 | 5 | -1 | 1
COC(=O)c1cc(-c2ccc(Br)cc2)n[nH]1 | 54* | 19 | 92 | -0.4 | 92 | -1 | 4 | -7 | -9
Cc1ccc(NC(=O)Nc2nnc(Cc3ccc([N+](=O)[O-])cc3)s2)cc1 | 3 | 7 | 99 | -0.2 | 96 | 0 | 9 | -7 | 1
CNC(=O)/C(C#N)=C/c1ccc(-c2ccccc2[N+](=O)[O-])o1 | 3 | 4 | 96 | 1.2 | 100 | -3 | 1 | 0 | -9
NC(=O)C1CCN(C(=O)CNC(=O)c2ccccc2)CC1 | 0 | 32 | 101 | -2.7 | 99 | 5 | -1 | 2 | -1
CCOC(=O)C1=C(COC(=O)CCOc2ccc(OCC)cc2)NC(=O)NC1C (centres undefined) | 1 | 3 | 86 | x | 97 | 2 | 2 | x | 5
Cc1ccc(C(=O)NC(=S)NNS(=O)(=O)c2ccc(C)cc2)cc1 | 0 | -6 | 93 | -1.5 | 93 | 6 | -2 | 6 | 1
CSCCC(NC(=O)c1ccc(Cl)c([N+](=O)[O-])c1)C(=O)N1CCN(C/C=C/c2ccccc2)CC1 (centres undefined) | 1 | -6 | 99 | -6.2 | 102 | 1 | 4 | -4 | 2
Cc1ccc2c(c1)C(O)(CC(=O)c1ccc3c(c1)OCO3)C(=O)N2 (centres undefined) | 0 | -8 | 98 | -1.2 | 98 | -5 | 7 | 7 | -1
O=C(/C=C/Nc1ccc(F)cc1F)c1ccc(Br)cc1 | 0 | 4 | 109 | 2.9 | 104 | 1 | -5 | -2 | -15
O=C(NNC(=O)c1cc(Br)c(Br)s1)c1csc(N2CCOCC2)n1 | 0 | 8 | 111 | 6.1 | 120 | -3 | -3 | -7 | -4
COc1ccccc1NC(=O)c1ccc(NC(=O)CN2CCCC2)cc1 | 0 | -5 | 103 | -0.8 | 111 | -5 | -4 | 5 | -4
O=C(CSc1nnc(C2CC2)n1-c1ccccc1)NC1CCS(=O)(=O)C1 (centres undefined) | 0 | 0 | 102 | x | 106 | 0 | x | x | x
Cc1nn(C)c(C(=O)NNC(=S)NCc2ccco2)c1Br | 3 | 5 | 85 | -0.7 | 90 | 2 | 3 | -16 | 7
O=C(CC12CC3CC(CC(C3)C1)C2)N/N=C\c1ccc[nH]1 | 1 | 6 | 103 | 2.2 | 105 | 2 | 13 | -1 | 13
O=C(CSc1nnc(Nc2ccccc2)s1)NCC1CCCO1 (centres undefined) | 2 | -1 | 91 | x | 100 | 6 | -3 | x | -3
CN(C)c1ccc(C(CNS(=O)(=O)c2cccc([N+](=O)[O-])c2)N2CCOCC2)cc1 (centres undefined) | 1 | 10 | 105 | 0.0 | 101 | -1 | 5 | -2 | 1
O=C(CN1CCN(c2ccccc2F)CC1)Nc1ccc2c(c1)CCC2 | 1 | 3 | 108 | 3.2 | 111 | 4 | -3 | 3 | -20
CC[n+]1c(/C=C/c2ccc(N(C)C)cc2)ccc2ccccc21 | 0 | i | 104 | -27* | 101 | -3 | -7 | -40 | -13
CCN(CC)S(=O)(=O)c1ccc2c(c1)N(CC(=O)N(CCc1ccncc1)C(C)C)C(=O)CO2 | 1 | 2 | 92 | 0.5 | 100 | 0 | 4 | 2 | 3
CCOc1ccccc1NC(=S)N1CCN(c2nc(-c3cccc(OC)c3)cs2)CC1 | 1 | 7 | 87 | -1.1 | u | -4 | -4 | -4 | -10
Cc1ccc(O)c(C(=O)CC(=O)c2ccc(Cl)cc2)c1 | 0 | 9 | 112 | 4.3 | 101 | 5 | 1 | -5 | 3
Cn1cc(/C=C/C(=O)N2CCCC(C(=O)c3cccc4ccccc34)C2)cn1 (centres undefined) | 1 | x | 97 | -1.7 | 98 | 1 | 1 | 1 | 5
Cc1nn(CCC(N)=O)c2nc(-c3cccs3)cc(C(F)(F)F)c12 | 2 | -4 | 114 | 0.8 | 106 | -5 | 2 | 4 | 4
CCC1C(=O)NCCN1C(=O)c1cc(COc2cc(C)ccc2C)on1 (centres undefined) | 0 | 0 | 106 | 0.2 | 104 | 4 | 6 | -2 | 0
CCOC(=O)C1CCN(Cc2nnnn2CCc2ccccc2)CC1 | 0 | -1 | 106 | -0.9 | 104 | 1 | 3 | 3 | 0
O=C(Nc1cccc(NC(=O)c2sc3ccccc3c2Cl)c1)c1ccco1 | 6 | 13 | u | 0.6 | u | -1 | 2 | -29 | 4

The list continues.
SMILES | GRK2 inh | VLA-4 inh | CIT2-GFP yeast | MEX-5 binding | AGP1 TOR yeast | GLD-1 RNA inh | Bcl-xL primary | Fam108B inh | MCL1-BIM inh
COc1ccc(C(=O)Nc2ccccc2N2CCOCC2)cc1S(=O)(=O)N1CCCC1 | 1 | 14 | 102 | x | 95 | 4 | -6 | x | -2
COc1cccc(C(O)c2nccn2Cc2ccccc2)c1OC (centres undefined) | 0 | 0 | 100 | -1.4 | 101 | x | x | x | x
CC1(C)CSC(=NCCc2ccccc2)N1 | 0 | 5 | 107 | 0.0 | 98 | 8 | -4 | 3 | 7
COc1ccc(N2C(=O)CSC2c2ccc3c(c2)OCO3)cc1 (centres undefined) | 0 | 2 | x | -1.3 | 94 | 2 | 2 | 1 | 10

Marked active in GRK2 inh, of those listed so far:
| SMILES | GRK2 inh | VLA-4 inh | CIT2-GFP yeast | MEX-5 binding | AGP1 TOR yeast | GLD-1 RNA inh | Bcl-xL primary | MCL1-BIM inh |
| --- | --- | --- | --- | --- | --- | --- | --- | --- |
| COC(=O)c1cc(-c2ccc(Br)cc2)n[nH]1 | 54* | 19 | 92 | -0.4 | 92 | -1 | 4 | -9 |

Screens (PubChem BioAssay)
